Screening data (PubChem BioAssay)
iPSC survival up: enhancers of single-cell hiPSC survival, primary screen, ATPlite luminescence | 100% = ROCK inhibitor wells, 0% = DMSO | survival enhancement, % at 20 µM | 0.044% of 360,000 active | AID 602274, 2012; in the data active means survival enhancement above about 18%;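 further: cells exposed to compounds for 16 hours before the ATP read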
NR2E3 ag-1: NR2E3 agonists in two-hybrid cells, primary screen, cell-based, luminescence, CHO-S, Gal4-NCOR/VP16-NR2E3. Photoreceptor-specific nuclear receptor (Homo sapiens), Q9Y5X4. luciferase. inhibition of corepressor binding, % at 3.98 µM. 0.35% of 360,000 active. AID 602229, 2012;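 active means inhibition above the mean of all tested compounds plus 3 SD, cut at about 70% in these data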;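 further: 0% = DMSO with NR2E3 transfected cells and 100% = cells lacking NR2E3 construct; higher means lower luciferase signal from less NR2E3 corepressor binding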
Target sequence (Q9Y5X4 whole entry, looked up, the tested form may be a part): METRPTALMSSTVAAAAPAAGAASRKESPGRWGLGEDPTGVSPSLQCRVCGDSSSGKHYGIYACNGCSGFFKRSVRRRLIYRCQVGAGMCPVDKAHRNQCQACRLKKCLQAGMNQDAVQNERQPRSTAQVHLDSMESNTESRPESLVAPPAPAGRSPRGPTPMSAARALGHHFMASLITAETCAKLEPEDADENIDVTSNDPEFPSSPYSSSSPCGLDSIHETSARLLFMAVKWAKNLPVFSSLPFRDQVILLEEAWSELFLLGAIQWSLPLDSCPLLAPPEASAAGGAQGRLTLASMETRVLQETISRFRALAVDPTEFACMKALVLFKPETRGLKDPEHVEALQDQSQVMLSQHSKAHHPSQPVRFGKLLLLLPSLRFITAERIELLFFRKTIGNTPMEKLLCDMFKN
MITF TRPM1 inh: inhibitors of MITF-dependent TRPM1 promoter reporter, primary screen, cell-based, SK-MEL-5, single point, luciferase; SK-MEL-5 TRPM1 promoter luciferase, 24 h; inhibition, % at 12.5 µM; 0.83% of 330,000 active;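 active means mean inhibition across replicates of 60% or more, whatever share of single replicates reaches that level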; further: values of inactives mirror those of a sister screen read the other way
NR2E3 ag-2: inhibitors of NR2E3-RetCOR corepressor binding, primary screen, NR2E3 agonist project, biochemical, TR-FRET, GST-NR2E3, biotin-RetCOR | Photoreceptor-specific nuclear receptor (Homo sapiens), Q9Y5X4 | 1536-well | inhibition of corepressor binding, % at 4.78 µM | 0.12% of 320,000 active | AID 2300, 2010;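 active means percent inhibition above the cutoff of mean plus 3 SD of all tested compounds, set per screening campaign, cut at about 20% in these data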;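 further: 0% = DMSO wells and 100% = biotin wells as full block of FRET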
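Material: NR2E3–RetCOR corepressor complex / Amount: 1.35 nM GST-NR2E3 / Medium: Tris pH 7.5 / Compound: single nominal compound dose of 4.8 µM / Incubation: 5 h at 4 °C / Technique: TR-FRET, Eu(K)-anti-GST donor, streptavidin-D2 acceptor, ex 340, em 617/671 nm / Read-out basis: percent loss of FRET ratio relative to control wells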
aDG glyco act: activators of alpha-DG glycosylation, primary screen, uHTS, Pro5-aDG cells, AlphaScreen. alpha-DG glycosylation AlphaScreen (IIH6); 0% Pro5, 100% B10-LARGE cell signal. activation, % at 10 µM. 0.22% of 360,000 active. AID 624168, 2012;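 active means activation of at least 8% versus controls, or a plate z-score of at least 8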;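 further: Pro5 are CHO cells carrying HIG-tagged alpha-DG that lacks glycosylation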
Shn3 inh set2: reduction of Shn3 3'UTR firefly luciferase signal, primary screen, Schnurri-3 inhibitor project, cell-based, Clone20 osteoblasts, set 2; Clone20 osteoblast Shn3 3'UTR firefly luciferase, 24 h; inhibition, % at 12.5 µM; 0.52% of 360,000 active;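 active means mean inhibition of at least 75% with every replicate also reaching 75%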;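 further: 0% = median of neutral control wells and 100% = pilot-screen positive control compound; some compounds past the cut are filed as inactive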
TWEAK-Fn14 inh: inhibitors of TWEAK-Fn14 signaling, primary screen, luciferase reporter cells, uHTS. inhibition, % at 10 µM. AID 1159606, 2016. TWEAK-stimulated Fn14 reporter cells, luciferase luminescence, 8 h. 2% of 360,000 active; in the data active means inhibition above about 50%
Peg3 prom inh: Peg3 promoter-driven luciferase inhibitors, primary screen, cell-based, HeLa, luciferase luminescence. HeLa PEG-Prom luciferase reporter, overnight. inhibition, % at 20 µM. 1.7% of 360,000 active;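 active means inhibition of at least 50% at 20 µM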
HIF-2a inh: HIF-2a reporter inhibitors, primary screen, luminescence, 786-0 RCC cells; 786-0 RCC cells HIF-2a reporter, luciferase luminescence, overnight; 0.72% of 360,000 active; inhibition, % at 18.8 µM;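 active means inhibition of the luminescence signal of 40% or more relative to plate controls, in a single-dose primary screen at 18.75 µM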
KKLEB tox: cytotoxicity in KKLEB CF airway cells, primary screen, cytotoxicity control for CF NF-kB inhibitor project, cell-based, uHTS, fluorescence assay plates; KKLEB CF airway cells viability, ATPlite luminescence, overnight; hits give low values; cells stimulated with P. aeruginosa culture filtrate; activity change (cytotoxicity), % at 5 µM; 0.36% of 360,000 active;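 active means corrected activity change at or below -50% at 5 µM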
CF NFkB block: inhibitors of PAF-induced NF-kB signaling, primary screen, cell-based, GFP fluorescence, uHTS; AID 588850, 2011; KKLEB NF-kB-GFP reporter, GFP fluorescence overnight; 0.86% of 360,000 active; inhibition, % at 5 µM;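 active means at least 50% inhibition at 5 µM, scaled per plate between neutral and stimulator controls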;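 further: PAF is a Pseudomonas aeruginosa culture filtrate used as stimulus; plate controls were PAF-stimulated DMSO wells for no effect and unstimulated DMSO wells for full effect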
Starred values were filed as active, the others as inactive; . = not tested or not shown.

SMILES	iPSC survival up	NR2E3 ag-1	MITF TRPM1 inh	NR2E3 ag-2	aDG glyco act	Shn3 inh set2	TWEAK-Fn14 inh	Peg3 prom inh	HIF-2a inh	KKLEB tox	CF NFkB block
Cc1nnc(SC(C)C(=O)Nc2ncc(Cl)cc2Cl)n1Cc1ccccc1 (stereo not given)	2.2	0	1	4	0.2	2	0	4	11	1	-5
Cc1cc(C)c(S(=O)(=O)NCc2csc(C)n2)c(C)c1	-0.6	4	0	.	0.1	-7	12	0	9	-8	13
CC(C)CCNc1nc(N)c([N+](=O)[O-])c(NC2CCCCC2)n1	0.9	-5	-11	-1	-0.1	-92	-14	27	10	-3	16
O=C(NCc1ccccc1F)C(=O)NCC1CCCN1S(=O)(=O)c1cccs1 (stereo not given)	0.0	8	7	0	0.3	-1	0	-8	1	25	-5
CCOC(=O)C1=CCN(S(=O)(=O)c2ccccc2)C1c1ccc(Cl)cc1 (stereo not given)	-1.3	-33	.	.	0.0	-3	10	12	-6	2	-11
Cc1ccc(C(C)C)c(OCCNC(=O)c2cncc(Br)c2)c1	-1.3	16	10	2	0.1	12	-9	1	15	-18	18
C=CCn1c(=O)c2c(nc3n2CCN3c2cccc(Cl)c2C)n(C)c1=O	1.0	-9	-2	-1	0.4	12	11	14	21	-1	0
CC(C)Oc1ccccc1/C=N/NC(=O)C1CC1	-0.7	-9	.	5	0.1	-26	-15	6	16	11	-7
O=C(CCNC(=O)c1ccc([N+](=O)[O-])cc1)NNC(=O)c1ccccc1F	0.9	2	.	2	0.3	19	-13	21	4	3	2
CCC(=O)N(C)CCc1cc2c(c(OC)c1/C=N/Nc1ccc(C(=O)O)cc1)OCO2	0.1	-35	-11	-4	0.1	-28	-5	-2	10	4	-14
O=c1[nH]c(-c2ccccn2)cc2ccccc12	-0.5	-78	-18	-3	0.0	-38	79*	-176	-208	-6	-29
CCC(C)NC(=O)Cn1cnc([N+](=O)[O-])c1 (stereo not given)	-1.9	12	-8	-5	0.3	3	6	9	14	4	0
CCN(Cc1cccs1)C(=O)c1cccc(S(=O)(=O)N2CCN(C)CC2)c1	-1.6	-4	-1	1	-0.2	-5	-6	1	-8	7	5
CCN1C[C@@H]2[C@@H]3C(=O)N(C)C(=O)[C@@H]3[C@](C)(C1=O)N2C(=O)c1ccc(Cl)c(Cl)c1	-1.5	18	-15	.	-0.2	-12	6	-6	8	-6	7
O=C(NCc1ccccc1)c1cc2ccc(O)cc2oc1=O	-0.5	-31	-53	5	-0.2	-19	5	-99	-158	6	-17
CCOc1ccc(NC(=O)C2=C(C)NC(=S)NC2c2ccc(O)c(OC)c2)cc1 (stereo not given)	-1.3	-29	17	3	-0.2	21	29	4	24	-1	-13
CC(=O)/C(C#N)=C1\NC(=O)C(Cc2ccccc2)S1 (stereo not given)	6.1	17	9	0	-0.3	-49	64*	-154	-31	0	-15
CC(=O)Nc1ccc(S(=O)(=O)N[C@@H](C)C(=O)OCc2cc([N+](=O)[O-])cc3c2OCOC3)cc1	-0.4	-19	-15	2	0.0	-5	-7	8	9	-7	0
Cc1ccccc1CN1CCc2cc([N+](=O)[O-])ccc21	0.3	7	4	2	-0.1	35	18	1	-42	5	-14
CS(=O)(=O)c1ccc(-c2nnn(CC(=O)N3CCCCC3)n2)cc1	0.3	-12	-9	1	-0.1	-8	-10	8	21	-4	15
COC(=O)COc1ccc(C(=O)Cn2c(NCCCO)nc3ccccc32)cc1	-0.2	-15	2	0	-0.1	4	-18	-1	18	-4	12
Cc1ccccc1C(=O)N1CCC(C(N)=O)CC1	7.2	-17	13	1	-0.1	-15	8	7	4	0	-5
O=C(/C=C/c1ccc(Cl)cc1)Nn1c(-c2cccs2)nc2ccccc2c1=O	2.9	7	-11	1	0.1	12	2	13	10	9	-6
Cc1coc(=N)n1CC(=O)c1ccc(Cl)cc1	0.7	-21	8	.	0.0	1	-10	-11	-8	-9	10
CCN(CC)CCn1c(N)nc2ccccc21	0.7	-4	-3	1	0.2	.	4	7	11	-5	-3

3 entries from above, arranged by length of the SMILES, rising:
SMILES	iPSC survival up	NR2E3 ag-1	MITF TRPM1 inh	NR2E3 ag-2	aDG glyco act	Shn3 inh set2	TWEAK-Fn14 inh	Peg3 prom inh	HIF-2a inh	KKLEB tox	CF NFkB block
CCN(CC)CCn1c(N)nc2ccccc21	0.7	-4	-3	1	0.2	.	4	7	11	-5	-3
CC(C)CCNc1nc(N)c([N+](=O)[O-])c(NC2CCCCC2)n1	0.9	-5	-11	-1	-0.1	-92	-14	27	10	-3	16
O=C(/C=C/c1ccc(Cl)cc1)Nn1c(-c2cccs2)nc2ccccc2c1=O	2.9	7	-11	1	0.1	12	2	13	10	9	-6

Other records
SMILES	iPSC survival up	NR2E3 ag-1	MITF TRPM1 inh	NR2E3 ag-2	aDG glyco act	Shn3 inh set2	TWEAK-Fn14 inh	Peg3 prom inh	HIF-2a inh	KKLEB tox	CF NFkB block
COc1ccc(NC(=O)CC2SC(N3CCCCC3)=NC2=O)cc1OC (stereo not given)	1.5	9	5	4	-0.2	10	9	-11	-16	-10	8
O=C(NCc1ccc(F)cc1)c1cc(C2CCCCN2S(=O)(=O)c2ccccc2)on1 (stereo not given)	0.7	-2	.	.	0.0	6	-1	11	6	18	-14
COc1ccccc1Cn1nnc2c(=O)[nH]c(C3CCN(C(=O)c4ccccc4Cl)CC3)nc21	2.9	-24	5	0	0.0	9	12	24	28	-6	6
COc1ccc(CC(=O)O/N=C(\N)c2ccccn2)cc1OC	-0.4	-37	-4	.	0.6	-14	-15	-25	-83	-28	12
COC(=O)c1ccccc1NC(=O)NCc1c(C)nn(C)c1C	0.3	-8	4	3	0.6	6	-4	7	14	-4	-14
CC(=O)c1ccc(NC(=S)N(CCCN(C)C)Cc2ccccc2)cc1	-0.4	16	-4	1	-0.1	-9	0	-16	2	13	9
CCOC(=O)c1cc(NC(=O)Nc2ccc(Br)cc2)c(C)nc1C	2.4	-15	-13	1	0.3	22	-13	5	20	10	-2
Cc1ccc(NC(=O)C2(c3ccccc3)CC2(Cl)Cl)cc1C (stereo not given)	-3.1	-23	-28	-1	0.2	-17	-21	-62	-94	1	-3
COc1ccc(C(=O)CCc2ccccc2)c(O)c1	-0.6	2	-46	1	0.0	-41	-19	-173	-179	-3	-1
Cc1nc(SCC(=O)N2CCOCC2)c2ccsc2n1	-0.3	-6	2	2	0.0	0	18	4	6	4	11
CC(C)(C)c1cc(CN(CCO)CCO)c(O)c(C(C)(C)C)c1	-0.7	-5	-4	-1	-0.1	-5	-15	1	17	-5	18
O=c1c2cnn(-c3ccccc3)c2nc(-c2cccs2)n1-c1ccc(Cl)cc1	2.6	-6	-2	1	0.5	-8	31	-11	-13	-6	24
COc1ccc(CN2CCNC(=O)C2CC(=O)N(C)Cc2nccn2C)cc1OC (stereo not given)	-0.4	10	6	4	0.7	-3	-3	8	10	3	-6
COc1cccc(C2=Nn3c(nnc3-c3ccccc3O)SC2)c1	12	0	5	-2	-0.1	0	-5	15	7	-10	-21
COc1ccc(-c2cc(=Nc3ccc(C(=O)O)cc3)c3cc(C)ccc3o2)cc1	-0.8	-111	-60	0	0.7	-28	72*	-357	-218	-16	-32
NC(=NC1CCCCC1)c1ccc(Cl)cc1	0.6	-17	-1	0	0.3	-40	-2	8	10	18	7
CC[C@]12c3[nH]c4ccc(OC)cc4c3CCN1C(=O)C(CC(=O)NCCc1ccccn1)C[C@@H]2C(=O)N1CCN(C(=O)c2ccco2)CC1 (stereo not given in full)	4.6	-11	-19	.	0.0	44	18	-23	-4	7	5
C=CC1=C2C=C(C3CC3)N(CCCN(CC)CC)C=C2C(=O)C(C)(OC(=O)c2ccco2)C1=O (stereo not given)	3.5	11	4	1	1.0	6	25	7	9	5	15
COC(=O)Cn1c(=NC(=O)c2ccc(Cl)s2)sc2cc(C)ccc21	-1.4	-26	-87	-1	0.1	-42	-43	-103	-84	0	4
Fc1cccc(NCCc2c[nH]c3ccccc23)n1	-0.3	-61	.	-1	-0.2	-48	-24	-179	-186	8	-14
CC(=O)Nc1cc(S(=O)(=O)Nc2ccccc2C)c(C)cc1C	-1.6	-6	8	1	0.1	-11	10	10	9	2	11
CC1CCc2c(C(=O)Nc3ccccn3)csc2C1 (stereo not given)	-0.8	-83	-70	-2	0.0	-98	-5	-286	-366	5	-11
CC(=O)Nc1ccc(SCC(=O)O)cc1	2.4	-4	9	2	0.9	19	8	9	12	8	2
COCCCn1c(SCC(=O)Nc2nnc(C)s2)nnc1-c1ccoc1C	1.5	-3	1	0	0.3	8	1	2	4	11	-21
O=S(=O)(c1ccc2ccccc2c1)n1cnc2ccccc21	0.7	6	0	-3	0.1	-73	-1	12	1	-1	-2
Following part.
SMILES	iPSC survival up	NR2E3 ag-1	MITF TRPM1 inh	NR2E3 ag-2	aDG glyco act	Shn3 inh set2	TWEAK-Fn14 inh	Peg3 prom inh	HIF-2a inh	KKLEB tox	CF NFkB block
CC/C(C)=C1\SC(N2CCN(C(C)=O)CC2)=NC1=O	10	18	-3	3	0.2	0	10	-4	24	0	-3
Cc1ccc(C(=O)O)cc1NC(=O)CCc1ccccc1	1.5	-12	4	1	-0.4	7	-9	22	5	-2	12
COc1ccccc1N1C(=O)CC(N(O)c2ccccc2)C1=O (stereo not given)	-0.5	-1	10	-3	0.0	-10	-2	7	6	1	-1
COc1ccc(-c2nc3ccccc3c(=O)n2N)cc1	-2.0	-11	-7	-4	0.3	-26	14	1	-22	2	5
O=C(CSc1nc2ccccc2o1)N/N=C/c1ccc(C(=O)O)cc1	0.2	-19	-12	1	0.0	1	-5	-15	6	8	-15
C[C@H](CO)N1C[C@H](C)[C@@H](CN(C)Cc2ccc(C(=O)O)cc2)Oc2c(cccc2N(C)C)C1=O	1.6	1	-24	.	-0.2	1	-4	4	1	7	-5
COc1ccccc1NC(=O)c1cc(=O)[nH]c2ccccc12	0.1	-18	6	-2	0.0	18	2	13	15	5	-22
COc1cccc(OC)c1OCCCN1CCOCC1	5.4	-21	6	-1	0.2	8	-3	10	16	0	12
Nc1nc(-c2ccccc2)c(CCCNc2ccccc2)c(=O)[nH]1	0.8	14	-7	.	-0.1	20	9	14	13	-2	-3
CCN(CC)c1nc(N)c(C#N)c(CC#N)c1C#N	-1.4	-27	11	3	-0.5	-6	-1	10	6	-12	30
CCN(Cc1cnn(C)c1)Cc1nc(Cc2ccccc2Cl)no1	2.3	-22	5	4	0.0	-16	0	-12	-4	3	-9
